Assay outcomes from PubChem BioAssay.
GPR35 antagonists: GPR35 antagonists blocking zaprinast-driven arrestin recruitment, primary screen, imaging, U2OS, beta-arrestin-GFP, zaprinast agonist (AID 2058); inhibition, % at 10 µM; hits with a dose series show IC50 in µM; hit rate 0.052% among 290,000; U2OS GPR35 beta-arrestin-GFP translocation imaging, zaprinast antagonism; higher % means a stronger effect; G-protein coupled receptor 35 (Homo sapiens);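 active = inhibition of at least 50% with at least 30 cells and total cytoplasm GFP at most 10,000,000; inconclusive = under 30 cells or total GFP of 10,000,000 plus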
GPR55 beta-arrestin: GPR55 agonists via beta-arrestin recruitment, primary screen, imaging, U2OS cells, beta-arrestin-GFP redistribution (AID 1961); U2OS GPR55 beta-arrestin-GFP redistribution imaging; higher % means a stronger effect; activation, % at 10 µM, or EC50 in µM where a hit was titrated; hit rate 0.048% among 290,000;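 active = activation above 40% with more than 50 cells counted in the well; inconclusive = wells holding fewer than 50 cells, flagged as toxic or sparse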;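 also: U2OS osteosarcoma cells stably expressing GPR55 and beta-arrestin-GFP; plate controls were DMSO negative control for no effect and LPI positive control for full effect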
Dengue-2 NS5 capping: Dengue-2 NS5 methyltransferase inhibitors, primary screen, biochemical, confirmation dose response (AID 588689) | Dengue-2 NS5 methyltransferase capping enzyme assay, biochemical; higher % means a stronger effect | inhibition, % at 25 µM, or IC50 in µM where a hit was titrated | hit rate 0.3% among 340,000; in the data active = a potency from the dose series; inconclusive = inhibition above about 29% without an active follow-up result
HIV fusion peptide: inhibitors of HIV fusion peptide binding, primary screen, biochemical, uHTS, fluorescence dequenching (AID 1986); cell-free peptide binding, fluorescence dequenching, 30 min; higher % means a stronger effect; inhibition, % at 20 µM; hits with a dose series show IC50 in µM; hit rate 0.3% among 290,000; in the data active = inhibition mostly above about 52%, no sharp cut-off; inactive = mostly below about 76%; also: some results filed as inactive read as strong as hits
GPR55 LPI antagonism: GPR55 antagonists blocking LPI-driven arrestin recruitment, primary screen, imaging, U2OS, beta-arrestin-GFP, LPI agonist (AID 2013); hit rate 0.13% among 290,000; inhibition, % at 10 µM, or IC50 in µM where a hit was titrated; U2OS GPR55 beta-arrestin-GFP translocation imaging, LPI antagonism; higher % means a stronger effect;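 active = spots per cell inhibited over 60%, with over 100 cells counted and total cytoplasm intensity under 500,000; inconclusive = wells with under 100 cells, flagged as likely toxic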;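 also: U2OS cells stably carrying GPR55 and arrestin-GFP stimulated by 5 µM LPI near EC80; imaged beta-arrestin-GFP aggregate spots per cell after agonist stimulation; plate controls were LPI-stimulated DMSO wells for no effect and DMSO wells without LPI for full effect; some results filed as inactive read as strong as hits; confirmed hits need IC50 under 10 µM and bright autofluorescent wells are also inconclusive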
UTI89 phage lysis: inhibition of K1F phage lysis, E. coli UTI89, bacterial capsule biogenesis inhibitors, alamar blue (AID 488966); E. coli UTI89 K1F phage lysis, alamar blue, 2 h; higher % means a stronger effect; inhibition, % at 100 µM; hits with a dose series show IC50 in µM; hit rate 0.02% among 340,000;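 active = phage lysis inhibition, versus mean bacterial control, above a set limit; inconclusive = no clear call, values can overlap the other calls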;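 also: capsule biogenesis inhibitors block K1F phage lysis so surviving cells raise fluorescence; higher fluorescence means more inhibition of phage lysis; actives were called in the ten point dose series up to 300 µM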
NTR1 agonist: agonists of NTR1, primary screen, imaging, U2OS cells, beta-arrestin-GFP, high content (AID 493036); NTR1-U2OS beta-arrestin-GFP spot imaging, agonist mode; activation, % at 20 µM; hit rate 0.17% among 330,000;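 active = activation at or above 40% of the spot to cytoplasm intensity ratio, with at least 20 cells analyzed; inconclusive = wells under 20 cells, flagged as cytotoxic or low count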;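 also: 0% = DMSO without peptide and 100% = 100 nM NTR1 peptide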
Target sequence (P30989 whole entry, looked up): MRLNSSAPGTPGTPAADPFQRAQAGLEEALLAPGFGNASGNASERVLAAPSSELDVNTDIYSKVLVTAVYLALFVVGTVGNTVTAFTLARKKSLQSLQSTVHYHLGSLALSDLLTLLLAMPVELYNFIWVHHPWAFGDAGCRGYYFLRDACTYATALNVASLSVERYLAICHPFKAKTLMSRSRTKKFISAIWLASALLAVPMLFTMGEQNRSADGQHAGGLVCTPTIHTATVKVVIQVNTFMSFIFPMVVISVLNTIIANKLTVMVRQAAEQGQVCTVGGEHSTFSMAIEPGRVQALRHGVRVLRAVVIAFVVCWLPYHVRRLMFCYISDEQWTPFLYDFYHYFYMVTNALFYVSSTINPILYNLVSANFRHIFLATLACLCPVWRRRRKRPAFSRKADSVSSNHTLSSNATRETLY
AID2073: inhibitors of Mint1-CaV2.2 protein interaction, biochemical, HTRF (AID 2073). inhibition, % at 20 µM; hits with a dose series show IC50 in µM. hit rate 0.19% among 290,000. HTRF protein-protein interaction, Mint1-CaV2.2; higher % means a stronger effect; in the data active = inhibition mostly above about 51%, no sharp cut-off; inconclusive = no clear call, values can overlap the other calls; inactive = mostly below about 53%; also: some results filed as inactive read as strong as hits
SIAH1 antagonists: Siah-1 peptide-binding antagonists, primary screen, biochemical, fluorescence polarization, rhodamine-plectin, uHTS (AID 1817) | E3 ubiquitin-protein ligase SIAH1 (Homo sapiens) | Siah-1 / rhodamine-plectin peptide fluorescence polarization; higher % means a stronger effect | displacement, % at 20 µM; hits with a dose series show IC50 in µM | hit rate 0.02% among 290,000;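 active = displacement of at least 50% at 20 µM, with a fluorescence ratio check between 0.3 and a set limit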;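 also: plate controls were Siah plus tracer with DMSO for no effect and tracer alone without Siah for full effect; strong numbers were not always called active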
NTR1 agonist cell count 20 µM: also measured in NTR1 agonist; calls as there; cell count; measured here: cell count, cytotoxicity flag
An asterisk follows results filed as active; ? = inconclusive; nt = not tested or not shown; [ ] = dose if it differs, or a comment.

SMILES | GPR35 antagonists | GPR55 beta-arrestin | Dengue-2 NS5 capping | HIV fusion peptide | GPR55 LPI antagonism | UTI89 phage lysis | NTR1 agonist | NTR1 agonist cell count 20 µM | AID2073 | SIAH1 antagonists
CCn1c(SCc2ccc(Cl)cc2)nc2nc3c(cc2c1=O)CCCC3 | -15% | 1.6% | -10% | -1.6% | 4% | 2.1% | 13 | 66 | 0% | 11%
COc1ccc(-c2cc(C(N)=O)nc(N3CCCCCC3)n2)cc1 | 8% | -0.1% | 8% | -0.3% | -8% | 0.1% | -0.7 | 27 | 2% | 4%
O=C(O)C1OC(Oc2c(-c3ccc(O)c(O)c3)oc3cc(O)cc(O)c3c2=O)C(O)C(O)C1O (configuration not stated) | -1% | -0.2% | nt | 30% | -13% | nt | 6.2 | 90 | 4% | 26%
CC(=O)c1ccc2noc(-c3ccc(C)cc3)c2c1 | 5% | 0.7% | -9% | 13% | 0% | -0.4% | 2.5 | 41 | -6% | -5%
Cc1ccc(-c2csc3ncn(CC(=O)OC(C)C)c(=O)c23)cc1 | 25% | -0.1% | -2% | -0.9% | 10% | -1.2% | -0.1 | 67 | 14% | 0%
Cc1ccccc1NC(=O)Nc1ccc2c(c1)CCC2 | 14% | 0.2% | -7% | 11% | 5% | -0.2%[50 µM] | -0.8 | 54 | 2% | 1%
COc1ccc(C(=O)CCC(=O)Nc2cccnc2)cc1 | -10% | -0.3% | -4% | -1.6% | -7% | 0.2% | -0.6 | 55 | -8% | 5%
CC(C)COc1ccc(Br)cc1CNC(C)(C)C | 10% | 0.1% | -10% | -0.4% | -1% | 0.2% | -0.1 | 50 | -2% | 2%
CC(=O)Nc1ccc(S(=O)(=O)N2CCN(C34CC5CC(CC(C5)C3)C4)CC2)cc1 | 9% | 0.0% | 5% | 1.0% | -5% | 0.2% | 4.6 | 57 | -2% | 2%
C=CCc1ccc(OCCCN2CCCC(C)C2)c(OC)c1 (configuration not stated) | 1% | -0.1% | 3% | 1.2% | 10% | 0.1% | -2.3 | 94 | -9% | 0%
CCOC(=O)c1cc(=O)c2ccc(OCC(=O)Nc3ccccc3)cc2o1 | 5% | 0.3% | -10% | -1.0% | -5% | 0.6% | -0.3 | 49 | -3% | -2%
O=C(NCc1nnc(SCC(=O)N2CCCCCC2)o1)c1ccco1 | -6% | 0.1% | -1% | -0.9% | -3% | 0.7% | 0.6 | 49 | 0% | 0%
Cc1cc(N2C(=O)c3ccc(C(=O)NCc4ccccc4)cc3C2=O)no1 | 13% | 0.4% | -3% | -1.4% | -16% | 4.8% | 1.8 | 74 | 3% | -5%
Nc1nonc1/C(=N/O)N1CCCC1 | 15% | 0.0% | -8% | 3.2% | 17% | 0.5% | 1.6 | 65 | 31% | 5%
CC1=C(Cl)C2=NS(=O)(=O)CCN2C=C1Cl | 0% | -0.4% | -8% | 0.9% | -3% | 0.6% | 2.0 | 44 | 17% | 1%
COc1ccc(N(C(=O)c2ccc3c(c2)OCO3)C2C=CS(=O)(=O)C2)c(OC)c1 (configuration not stated) | 15% | 0.0% | -3% | -0.3% | 12% | 1.3% | 0.7 | 65 | 11% | -3%
COC(=O)[C@H](C)[C@@H]1C[C@@]1(C)[C@@H](NC(=O)OCc1ccccc1)c1ccccc1 | -11% | -0.1% | -8% | 1.5% | 9% | 1.2% | -1.5 | 88 | -2% | 0%
Cc1ccc(-n2nc3c(c2NC(=O)c2ccc4c(c2)OCO4)CS(=O)(=O)C3)cc1 | -1% | 0.1% | 1% | 1.1% | -8% | 1.6% | 0.1 | 72 | -4% | 1%
COc1cc(-n2c(N)c(C(=O)NCc3ccco3)c3nc4ccccc4nc32)cc(OC)c1OC | 9% | 0.5% | 1% | 9.7% | 8% | 0.0% | 0.4 | 80 | 23% | 4%
O=C(C(c1ccccc1)c1ccccc1)N1CCOCC1 | 2% | -0.3% | 4% | -2.8% | -4% | 5.7% | -3.7 | 86 | 9% | 2%
O=C(CCCn1c(=O)[nH]c2ccsc2c1=O)NC1CCCCC1 | 20% | 0.3% | 2% | -0.2% | -3% | 0.1% | 2.0 | 44 | -1% | 3%
CCn1c(/C=C2/C(=O)N(C)c3ccccc32)nc2ccccc2c1=O | -7% | -0.1% | -4% | -3.1% | -7% | 0.4% | 2.4 | 83 | -2% | -4%
CCN(CC)c1ccc(/C=N/NC(=O)c2ccco2)cc1 | 6% | -0.2% | 0% | -2.4% | -11% | 5.9% | nt | nt | 6% | 11%
N#CCCn1cc(/C=N/NC(N)=S)c(-c2ccccc2)n1 | -8% | 0.4% | 5% | -1.9% | 7% | -0.3% | 0.8 | 34 | -19% | 4%
CC(=O)Nc1ccc(Nc2cc(C(C)C)nc3c(-c4ccccc4)c(C)nn23)cc1 | -14% | nt | 2% | -2.8% | 5% | 0.9% | 26 | 41 | 17% | -2%
COc1cc(NC2c3ncccc3C(=O)N2Cc2ccco2)cc(OC)c1 (configuration not stated) | 14% | -0.3% | -4% | -2.5% | -9% | 0.9% | 0.9 | 67 | -5% | -4%
CCOc1cc(CNCCc2c[nH]c3ccccc23)cc(Cl)c1OCC(N)=O | -5% | 0.2% | -3% | -2.7% | 6% | -0.1% | -0.1 | 53 | -17% | -8%
CCOC(=O)CCCSc1nc2sc(C)c(C)c2c(=O)[nH]1 | -8% | -0.1% | 0% | -2.4% | 4% | -0.4% | 3.8 | 80 | -4% | -2%
CC(=O)NC(c1ccccc1)c1c(O)ccc2ccccc12 (configuration not stated) | -2% | -0.1% | 2% | 0.6% | 16% | -2.2% | 1.4 | 32 | ? | 4%
O=c1[nH]c2ccccc2n2c(-c3ccncc3)nnc12 | -9% | 0.2% | -1% | -0.2% | -2% | 0.7% | nt | nt | 3% | -2%
COc1ccc(C(=O)Nc2ccccc2C(=O)N2CCOCC2)cc1 | -7% | -0.2% | -4% | 0.5% | 4% | -0.4% | -1.1 | 46 | 4% | 0%
COc1ccc(CCNC(=O)C23CN(Cc4ccccc4)CC2C(c2cccc([N+](=O)[O-])c2)=NO3)cc1 (configuration not stated) | -2% | 0.2% | 0% | -2.3% | 6% | 0.2% | 0.0 | 84 | -4% | -1%
O=C(CSc1ccccc1F)NC1CCS(=O)(=O)C1 (configuration not stated) | -3% | -0.4% | -5% | -1.3% | -3% | -2.0% | 0.1 | 47 | 1% | 9%
COc1ccc(NCC(=O)N/N=C/C2CCCCC2)cc1 | -5% | -0.1% | -5% | -1.1% | 14% | 0.1% | 1.5 | 51 | -12% | 12%
CN(C)/C=N/c1ncn(-c2ncc(C(F)(F)F)cc2Cl)n1 | 6% | 0.1% | 1% | -1.7% | 8% | 0.3% | 1.1 | 80 | -7% | -6%
CCN(CC)CC(C)OC(=O)COc1ccc(OC)cc1 (configuration not stated) | -17% | 0.1% | -9% | 2.4% | -1% | 0.1% | -0.9 | 83 | -1% | 23%
COc1ccc(CCNC(=O)CSc2nnnn2Cc2ccc3c(c2)OCO3)cc1OC | 5% | 0.1% | -5% | -1.8% | -3% | -0.1% | -1.3 | 39 | -5% | 6%
O=C(c1ccc(N2C(=O)C3C4CC(C(Br)C4Br)C3C2=O)cc1)N1CCCCC1 (configuration not stated) | -4% | 0.0% | 5% | 0.5% | 8% | 0.5%[50 µM] | 2.6 | 59 | 2% | -3%
CC1Cc2ccccc2N1C(=O)CN1CCN(Cc2ccccc2)CC1 (configuration not stated) | 16% | 0.4% | -4% | 0.9% | -4% | 0.1% | -1.5 | 114 | 12% | 0%
CCOc1ccc(NC(=O)NNC(=O)COc2ccc3ccccc3c2)cc1 | 3% | -0.1% | -4% | 1.2% | 4% | 0.0% | -0.7 | 49 | 13% | 2%
COCc1cc(C)nc2sc(C(=O)N3CCN(c4ccccc4)CC3)c(N)c12 | -7% | -0.1% | -4% | -1.3% | 6% | -0.8% | -1.5 | 54 | -2% | -1%
O=C(Oc1c(CN2CCOCC2)cc(Cl)c2cccnc12)c1ccccc1F | -8% | 0.2% | 4% | 2.9% | -1% | 0.6% | 6.2 | 63 | 7% | -3%
C=Cn1cc[n+](CC(=O)c2ccc(Br)s2)c1 | 4% | -0.3% | -2% | 2.3% | -4% | 0.1% | 0.9 | 42 | 11% | 1%
O=C(CNC(=O)c1cccs1)NCC(=O)OCc1ccc(Cl)cc1Cl | 6% | 0.0% | 1% | 1.7% | 2% | 0.4% | -0.6 | 62 | -2% | 4%
CC(=O)Nc1ccc(N/C(C)=C/C(=O)c2cccnc2)cc1 | -7% | 0.3% | -11% | 3.5% | 0% | -7.8% | -1.5 | 51 | -2% | 7%
CC(Nc1nc(N2CCN(CCO)CC2)nc2ccccc12)c1ccccc1 (configuration not stated) | 16% | 1.2% | -7% | -1.3% | 14% | 0.5% | 1.7 | 44 | 4% | -7%
CCCOc1ccc(OCCN2CCCC(C)C2)cc1 (configuration not stated) | -4% | -0.2% | -2% | -3.1% | 18% | 2.7% | 0.5 | 43 | -4% | 3%
O=C(CCCn1c(SCC(=O)c2ccccc2)nc2ccccc2c1=O)NCC1CCCO1 (configuration not stated) | -1% | -0.4% | 0% | -0.8% | -24% | 1.4% | 0.2 | 92 | -5% | 2%
COc1ccccc1-n1c(CNC(=O)c2ccco2)nnc1SCC(=O)Nc1nccs1 | 5% | 0.2% | -2% | -3.6% | -16% | -1.5% | -0.2 | 95 | 8% | 1%
NC(=O)CCS(=O)(=O)c1ccc(Cl)cc1 | 10% | 0.0% | 1% | -1.1% | 2% | 0.3% | -1.0 | 60 | -7% | 11%
Cc1noc(C)c1S(=O)(=O)Nc1ccccc1N1CCOCC1 | 18% | 0.2% | 3% | -0.9% | -8% | 5.8% | -0.1 | 53 | 2% | 2%

Shown with values under each structure: part of the list above
Values run as follows: GPR35 antagonists | GPR55 beta-arrestin | Dengue-2 NS5 capping | HIV fusion peptide | GPR55 LPI antagonism | UTI89 phage lysis | NTR1 agonist | NTR1 agonist cell count 20 µM | AID2073 | SIAH1 antagonists
COCc1cc(C)nc2sc(C(=O)N3CCN(c4ccccc4)CC3)c(N)c12
 : -7% | -0.1% | -4% | -1.3% | 6% | -0.8% | -1.5 | 54 | -2% | -1%
O=C(Oc1c(CN2CCOCC2)cc(Cl)c2cccnc12)c1ccccc1F
 : -8% | 0.2% | 4% | 2.9% | -1% | 0.6% | 6.2 | 63 | 7% | -3%
